Screening data (PubChem BioAssay)
VEEV TC-83 Vero: inhibitors of VEEV TC-83 cytopathic effect, confirmation, Vero cells (AID 588727) | one-dose inhibition, % at 20 µM; IC50 in µM for titrated hits | 0.13% of 350,000 active | Vero cells, VEEV TC-83 cytopathic effect inhibition; higher % means a stronger effect; in the data active means a potency from the dose series; inconclusive means inhibition mostly from about 14% at the one dose, without a potency; inactive means the rest, 99 in 100 with inhibition below about 12%; further: strong numbers were not always called active
tuberculosis growth: growth inhibition of non-replicating M. tuberculosis (AID 488890) | Mycobacterium tuberculosis non-replicating, growth inhibition; higher % means a stronger effect | one-dose inhibition, % at 25 µM; IC50 in µM for titrated hits | 0.39% of 320,000 active; in the data active means a potency from the dose series; inconclusive means inhibition mostly from about 82% at the one dose, without a potency; inactive means the rest, 99 in 100 with inhibition below about 76%;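 further: plate controls were DMSO cells for no effect and high antibiotic wells for full effect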
H37Rv inhibition: M. tuberculosis growth inhibition, HTS (AID 449762) | 0.59% of 330,000 active | M. tuberculosis H37Rv growth inhibition, 7H9 media; higher % means a stronger effect | one-dose inhibition, % at 25 µM; IC50 in µM for titrated hits; in the data active means a potency from the dose series; inconclusive means inhibition above about 70% without an active follow-up result;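 further: bacterial growth assessed after seven days of incubation; strong numbers were not always called active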
H1N1 NS1A inhibition: H1N1 influenza NS1A inhibitors, functional cell based assay (AID 504329) | NS1A functional cell-based assay, percent inhibition; higher % means a stronger effect | one-dose inhibition, % at 12.5 µM; IC50 in µM for titrated hits | 0.3% of 340,000 active; in the data active means a potency from the dose series; inconclusive means inhibition above about 27% without an active follow-up result; further: strong numbers were not always called active
PhoP GFP inhibition: PhoP regulon inhibitors, Salmonella typhi PhoP promoter GFP reporter, confirmatory (AID 1850) | 0.33% of 310,000 active | Salmonella Typhi PhoP-promoter GFP reporter, fluorescence, 4 h; higher % means a stronger effect | one-dose inhibition, % at 50 µM; IC50 in µM for titrated hits; in the data active means a potency from the dose series; inconclusive means inhibition mostly from about 25% at the one dose, without a potency; inactive means the rest, 99 in 100 with inhibition below about 19%;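 further: 0% = induced wells with vehicle and 100% = uninduced wells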
VEEV TC-83 Vero 10K pilot screen: second read-out of VEEV TC-83 Vero, no call of its own (marks repeat the call); inhibition, %; measured here: 10K pilot screen inhibition
An asterisk follows results filed as active; i = inactive; ? = inconclusive; / = not tested or not shown. An unsorted share of the library; 1.5% or so of the library scored in one or more.

SMILES | VEEV TC-83 Vero | tuberculosis growth | H37Rv inhibition | H1N1 NS1A inhibition | PhoP GFP inhibition | others
C[N+]12CCC(CC1)C(C(O)(c1cccc(Cl)c1)c1cccc(Cl)c1)C2 (stereo not given) | 2.9% | 70% | -2% | 1% | -2%
CCCCN(Cc1ccccc1)C1CCN(Cc2ccccc2)CC1 | i | 66% | 0% | 4% | -6%
CCC(=NCCc1c(C)[nH]c2ccc(OC(F)(F)F)cc12)C1=C(O)CC(c2ccccc2)CC1=O (stereo not given) | i | 15% | -1% | 8% | 4%
Cc1cccc(C)c1NC(=O)COC(=O)c1cccc2c1C(=O)c1ccccc1C2=O | 1.4% | -7% | 4% | 5% | -3%
CN(C)S(=O)(=O)c1ccc(C(=O)Nc2ccc(Cl)cc2)cc1 | 1.2% | / | -14% | -4% | -4%
Cc1csc(=O)n1CCC(=O)OCC(=O)Nc1cc([N+](=O)[O-])ccc1Cl | 1.1% | -1% | 0% | -2% | 6%
COc1ccc(CC(=O)NNC(=O)CSc2nnc(Cc3ccc(OC)cc3)n2-c2ccccc2)cc1 | 0.5% | -35% | 4% | -4% | -8%
Cc1cccc(OCc2nnc(SCC(=O)Nc3cccc(C(=O)N4CCOCC4)c3)n2C)c1 | 0.4% | -7% | 2% | -3% | -4%
CCCc1noc(-c2cccc([N+](=O)[O-])c2)n1 | 0.8% | 20% | -3% | 9% | -5%
COC(/C=C/Nc1ccc(OC)cc1)=C(C#N)C#N | i | 5% | 17% | -4% | -12%
COc1ccc(F)cc1S(=O)(=O)NCC(c1ccc2c(c1)OCO2)N1CCN(C)CC1 (stereo not given) | 0.7% | -3% | -4% | -6% | 0%
Cc1nc(CS(=O)(=O)c2ccccc2)cc(N2CCN(c3ccccc3F)CC2)n1 | 5.5% | 22% | 1% | -3% | -16%
CC(C)CS(=O)(=O)C1=NN2C(=N)/C(=C\c3ccc(OC(=O)c4ccco4)cc3)C(=O)N=C2S1 | 0.5% | ? | 21µM* | 0% | -27%
C[C@@H]1C[C@H]2[C@@H]3CCC4=CC(=O)C=C[C@]4(C)[C@@]3(F)[C@@H](O)C[C@]2(C)[C@@]1(O)C(=O)COP(=O)(O)O | 0.1% | 9% | 3% | 2% | -1%
Cc1ccc(/C=C/C(=O)OCC(=O)NCCc2ccc(S(N)(=O)=O)cc2)o1 | 1.3% | 4% | 0% | 2% | /
CCOc1ccc(NC(=O)CN2CCN(CC(=O)Nc3ccc(Cl)c(C(F)(F)F)c3)CC2)cc1 | 3.9% | 41% | ? | 15% | 12%
O=C(O)CNC(=O)CCN1C(=O)c2ccccc2C1=O | 0.5% | -5% | -2% | -2% | 6%
CCOC(=O)c1cc(C)sc1NC(=O)C(c1ccccc1)c1ccccc1 | i | 4% | 4% | -8% | 1%
Cc1ccc(Cn2c(SCC(=O)NCC3CCCO3)nc3ccsc3c2=O)cc1 (stereo not given) | 1.9% | 12% | -7% | -8% | -1%
CC(C)(C)c1ccc(-n2ncc3c2CCCC3NC(=O)c2csnn2)cc1 (stereo not given) | 1.5% | 10% | 4% | 4% | -3%
Cc1cccn(Cc2c(F)cccc2Cl)c1=O | i | 3% | 8% | -1% | -7%
CCN(CC)S(=O)(=O)c1ccc(N2CC(C(=O)NCCc3ccc(Cl)cc3)CC2=O)cc1 (stereo not given) | 0.9% | 29% | -9% | 0% | /
CC(C(=O)Nc1ccncc1)(c1ccccc1)c1ccccc1 | 0.0% | 25% | 6% | 9% | -3%
CCOc1ccc(NC(=O)CN(C)C(=O)CCCOc2ccc(Br)cc2)cc1OCC | 2.7% | 23% | 4% | 5% | -1%
Cc1ccc(CN2C(=O)C(=O)c3cc(C)ccc32)cc1 | i | 71% | 11% | 4% | / | VEEV TC-83 Vero 10K pilot screen=0.0
CCNC(=S)N/N=C/c1sccc1C | / | -10% | 0% | / | -3%
CC(C)(CNCC(O)c1ccccc1)N1CCOCC1 (stereo not given) | 1.5% | -18% | -9% | -23% | -10%
Cc1cc(C)nc(SCC2COc3ccccc3O2)n1 (stereo not given) | 2.9% | 3% | -7% | -5% | -5%
CC(=O)Nc1cccc(O)c1 | i | -5% | -6% | -3% | /
O=C(Nc1ccc2c(c1)OCO2)C1CCN(S(=O)(=O)Cc2ccccc2)CC1 | 2.3% | 20% | 5% | 6% | -12%
CCOC(=O)c1ccc(NC(=O)NCCc2ccccc2OC)cc1 | 1.1% | 48% | 4% | -7% | 2%
O=C(COC(=O)C1CC2CCCC(C1)C2=O)Nc1ccc(F)c(Cl)c1 (stereo not given) | 2.3% | 9% | 2% | -8% | /
CCOC(=O)c1[nH]c2ccccc2c1NC(=O)c1cc(OC)c(OC)c(OC)c1 | 12% | -4% | 1% | 6% | -8%
Fc1ccc(CNC(=S)Nc2ccccc2F)cc1 | i | 80% | 0% | -11% | -13%
CCCCOc1ccc(-c2nc(/C=N/c3nccs3)c(O)o2)cc1 | 1.0% | / | 33% | -4% | -2%
C=CCN1C(=O)CS/C1=C(\C#N)S(=O)(=O)c1ccc(C)cc1 | 1.0% | -9% | 0% | 0% | 4%
CCOc1ccc(-c2nc(CSCC(=O)NCCN3CCOCC3)c(C)o2)cc1 | 1.2% | 11% | -1% | -8% | -5%
CSc1cccc(-n2cc(-c3ccc4c(c3)OCO4)[nH]c2=O)c1 | 2.1% | 16% | -4% | -8% | -17%
O/N=C1\CCc2cc(Cl)ccc21 | 2.1% | 3% | 2% | 0% | -6%
CCSc1nc(N)nc2c1ncn2C1OC(CO)C(O)C1O (stereo not given) | 0.9% | / | / | 0% | /
Cc1nc(NCCN2CCOCC2)c2nnn(Cc3c(F)cccc3Cl)c2n1 | 0.6% | -6% | -2% | -5% | 0%
CCOC(=O)c1cn(CC)c2cc(N3CCCCC3)c(F)cc2c1=O | 0.7% | 65% | 5% | 25% | -25%
NCCc1nc2ccccc2s1 | 1.3% | 1% | 3% | -5% | 0%
CCOc1ccc(-c2nc(CSCC(=O)NCCCN3CCCC3=O)c(C)o2)cc1 | 2.9% | 3% | 3% | 3% | 5%
COc1ccc(C(=O)NCCCn2ccnc2)cc1 | 1.2% | -5% | -5% | 0% | 7%
Cc1cc(NC(=O)CSc2nnc(-c3ccccc3)o2)no1 | i | ? | ? | 14% | -11%
O=C(Cn1ncc(Cl)c(Cl)c1=O)N1CCOCC1 | ? | -11% | 2% | / | 7%
O=C(CN1CCOCC1)Nc1nc(-c2ccccc2Cl)cs1 | i | 26% | -6% | -12% | 0%
CCN(CC)C(=O)c1sc(NC(=O)c2ccc(OC)c([N+](=O)[O-])c2)c(C#N)c1C | / | 32% | -1% | / | -3%
Cc1nn(C)cc1S(=O)(=O)Nc1ccc2c(c1)OCCO2 | 0.1% | 5% | -1% | -4% | 14%

(continued)
SMILES | VEEV TC-83 Vero | tuberculosis growth | H37Rv inhibition | H1N1 NS1A inhibition | PhoP GFP inhibition | others
COc1cccc(NC(=O)CN(C)C(=O)/C=C/c2cn(Cc3ccccc3)nc2-c2cccnc2)c1 | 11% | 50% | 15% | 8% | 0%
Cc1nc(-c2ccc(F)cc2)c(CC(=O)Nc2cccc(S(=O)(=O)N3CCOCC3)c2)s1 | 5.2% | 3% | -3% | -3% | 3%
O=[N+]([O-])c1cccc(COc2ccc(CN3CCCCC3)cc2)c1 | 0.2% | / | / | -7% | /
O=C(CSc1ncccn1)N1CCCc2ccccc21 | i | -2% | 3% | -12% | -4%
COc1cc2oc(-c3ccc(O)cc3)cc(=O)c2c(OC)c1O | 3.5% | / | / | -18% | /
CCn1c(SCC(=O)Nc2ccccc2Br)nnc1-c1cnccn1 | i | 25% | 6% | 6% | -1%
C=CC[C@@H](CC(=O)N[C@@H](CO)Cc1ccccc1)C(=O)N[C@H](COC(=O)[C@@H](CC=C)CC(=O)OC(C)(C)C)Cc1ccccc1 | 0.4% | 13% | -1% | -10% | /
COc1ccc(NC(=O)CN(c2ccc(C(C)C)cc2)S(=O)(=O)c2c(C)noc2C)cc1OC | 0.6% | / | -3% | 8% | 11%
O=C(OCC(CO)OC(CO)n1ccc(=O)[nH]c1=O)c1ccccc1 (stereo not given) | 1.1% | -4% | -1% | -1% | -2%
Cc1cc(C2=NNC(=NC3CC3)SC2)c(C)n1-c1c(C)n(C)n(-c2ccccc2)c1=O | 0.9% | / | 0% | 0% | 5%

3 entries already listed, sorted by SMILES length, smallest number first.
SMILES | VEEV TC-83 Vero | tuberculosis growth | H37Rv inhibition | H1N1 NS1A inhibition | PhoP GFP inhibition | others
O=C(CSc1ncccn1)N1CCCc2ccccc21 | i | -2% | 3% | -12% | -4%
CCn1c(SCC(=O)Nc2ccccc2Br)nnc1-c1cnccn1 | i | 25% | 6% | 6% | -1%
COc1ccc(NC(=O)CN(c2ccc(C(C)C)cc2)S(=O)(=O)c2c(C)noc2C)cc1OC | 0.6% | / | -3% | 8% | 11%

(list continues)
SMILES | VEEV TC-83 Vero | tuberculosis growth | H37Rv inhibition | H1N1 NS1A inhibition | PhoP GFP inhibition | others
CCOC(=O)COc1cccc2c(=O)n(CC(=O)NCc3ccc(F)cc3)ccc12 | 11% | -7% | -5% | -8% | 5%
C=CC[C@@H](CC(=O)NCCO)C(=O)N[C@@H](COC(=O)[C@@H](CC=C)Cc1ccc(F)cc1)Cc1ccccc1 | 1.1% | 20% | -3% | 0% | /
O=C(/C=C/c1ccccc1)NCCN1CCOCC1 | 1.9% | -11% | -8% | 25% | -11%
Cc1ccc(NC(=O)CN2C(=O)C3C4C=CC(C4)C3C2=O)cc1 (stereo not given) | 0.5% | 1% | -7% | -3% | -6%
COC(=O)c1cc(C(=O)c2ccc(Cl)cc2)n2c(=O)/c(=C\N(C)C)sc12 | 13% | 11% | 2% | 3% | 5%
O=C(Nc1ccc(Br)cc1F)C1CCCN(S(=O)(=O)c2cnc[nH]2)C1 (stereo not given) | 0.8% | 4% | -2% | 2% | -12%
CCCS(=O)(=O)N1CCN(Cc2ccncc2)CC1 | 0.2% | -19% | -2% | -1% | -7%
Cc1cc(NC(=O)CSc2nc3cc(Cl)ccc3o2)no1 | 0.4% | ? | ? | -5% | 3%
COc1ccccc1-c1nnc(SCC(=O)N2CCOCC2)o1 | 1.7% | 19% | 1% | 2% | 8%
CCc1ccc(NC(=O)[C@H](C)NC(=O)C2CCN(C(=O)[C@@H](N)CC(C)C)CC2)cc1 | i | -5% | 2% | -9% | -1%
CC(Sc1nccn1C)C(=O)Nc1ccc(C(N)=O)cc1 (stereo not given) | 3.0% | -8% | 4% | -4% | 9%
O=C(NCCNCCO)C1(C(F)(F)F)C/C(=C\Cc2ccccc2)CCCO1 (stereo not given) | 0.9% | -6% | -4% | -6% | -5%
CCOC(=O)N1CCC(NC(=O)CSCc2nc(-c3ccc(OCC)cc3)oc2C)CC1 | 3.0% | 25% | 4% | 8% | -18%
O=C(COC(=O)c1ccccc1S(=O)(=O)N1CCCCC1)NCC(F)(F)F | 0.1% | -10% | -5% | 8% | 8%
CSc1nnc(SCC2=NNC(=O)SC2)s1 | 2.2% | 20% | 2% | 3% | 5%

Molecules from the list above that have an aryl thioether with sulfur outside any ring, in the order listed:
SMILES | VEEV TC-83 Vero | tuberculosis growth | H37Rv inhibition | H1N1 NS1A inhibition | PhoP GFP inhibition | others
COc1ccc(CC(=O)NNC(=O)CSc2nnc(Cc3ccc(OC)cc3)n2-c2ccccc2)cc1 | 0.5% | -35% | 4% | -4% | -8%
Cc1cccc(OCc2nnc(SCC(=O)Nc3cccc(C(=O)N4CCOCC4)c3)n2C)c1 | 0.4% | -7% | 2% | -3% | -4%
Cc1ccc(Cn2c(SCC(=O)NCC3CCCO3)nc3ccsc3c2=O)cc1 (stereo not given) | 1.9% | 12% | -7% | -8% | -1%
Cc1cc(C)nc(SCC2COc3ccccc3O2)n1 (stereo not given) | 2.9% | 3% | -7% | -5% | -5%
CSc1cccc(-n2cc(-c3ccc4c(c3)OCO4)[nH]c2=O)c1 | 2.1% | 16% | -4% | -8% | -17%
CCSc1nc(N)nc2c1ncn2C1OC(CO)C(O)C1O (stereo not given) | 0.9% | / | / | 0% | /
Cc1cc(NC(=O)CSc2nnc(-c3ccccc3)o2)no1 | i | ? | ? | 14% | -11%
O=C(CSc1ncccn1)N1CCCc2ccccc21 | i | -2% | 3% | -12% | -4%
CCn1c(SCC(=O)Nc2ccccc2Br)nnc1-c1cnccn1 | i | 25% | 6% | 6% | -1%
Cc1cc(NC(=O)CSc2nc3cc(Cl)ccc3o2)no1 | 0.4% | ? | ? | -5% | 3%
COc1ccccc1-c1nnc(SCC(=O)N2CCOCC2)o1 | 1.7% | 19% | 1% | 2% | 8%
CC(Sc1nccn1C)C(=O)Nc1ccc(C(N)=O)cc1 (stereo not given) | 3.0% | -8% | 4% | -4% | 9%
CSc1nnc(SCC2=NNC(=O)SC2)s1 | 2.2% | 20% | 2% | 3% | 5%
